# ROS inducer = inducers of reactive oxygen species in cancer cells; ROS induction (% of piperlongumine), % at 10 µM; U2OS ROS induction, H2DCF-DA fluorescence; hit rate 2% among 46,000; AID 624156; in the data active = ROS induction above about 79%, passing the limit was not always enough; inconclusive = no clear call, values can overlap the other calls;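 note: 0% = DMSO vehicle median and 100% = reference compound median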
# * = called active by the depositor; u = inconclusive. Some of the compounds tested; count on the stated rates, not on these rows.
no.	Molecule	ROS inducer
1	C[C@H](CO)N1C[C@H](C)[C@H](CN(C)S(=O)(=O)c2cccs2)Oc2ncc(Br)cc2C1=O	11
2	COc1ccc(S(=O)(=O)N(C)C[C@@H]2Oc3ccc(NS(=O)(=O)c4ccc(Cl)cc4)cc3C(=O)N([C@@H](C)CO)C[C@H]2C)cc1	27
3	C=C(C)C(=O)Nc1ccc2c(c1)C(=O)NC2=O	5
4	CNC[C@H]1Oc2ccc(NS(=O)(=O)c3ccc(OC)cc3)cc2CC(=O)N([C@H](C)CO)C[C@H]1C	-1
5	O=C(CCCCC(=O)N/N=C\c1ccc2c(c1)Cc1ccccc1-2)NO	38
6	CNC[C@@H]1Oc2ccc(NS(=O)(=O)c3cn(C)cn3)cc2C(=O)N([C@H](C)CO)C[C@H]1C	-12
7	CC(C)(C)n1nc(C2CC2)cc1NC(=O)Nc1ccccc1	5
8	CC(=O)c1c(C)oc2ccc(NS(=O)(=O)c3cccc4cccnc34)cc12	30
9	C[C@H]1CN([C@@H](C)CO)C(=O)c2cc(NC(=O)Cc3ccccc3)ccc2O[C@H]1CN(C)Cc1ccccc1	-3
10	C[C@H]1CN([C@@H](C)CO)C(=O)Cc2cc(NC(=O)NC3CCCCC3)ccc2O[C@@H]1CN(C)S(=O)(=O)c1cccs1	23
11	C[C@H]1CN([C@@H](C)CO)C(=O)Cc2cc(NC(=O)c3ccncc3)ccc2O[C@H]1CN(C)S(C)(=O)=O	7
12	CC(C)NC(=O)Nc1ccc2c(c1)C(=O)N([C@@H](C)CO)C[C@@H](C)[C@@H](CN(C)C(=O)NC1CCCCC1)O2	8
13	C[C@@H]1CCCCO[C@@H](CN(C)CC2CCCCC2)[C@@H](C)CN([C@H](C)CO)C(=O)c2cc(NS(=O)(=O)c3cn(C)cn3)ccc2O1	1
14	Cc1ccc(S(=O)(=O)N(C)C[C@@H]2Oc3ccc(NC(=O)Cc4ccccc4)cc3CC(=O)N([C@@H](C)CO)C[C@@H]2C)cc1	3
15	CCc1ccc(NC(=O)C2CCC(=O)N(c3ccc(OC)cc3)C2c2ccc(OC)cc2)cc1 (stereo not drawn)	-20
16	CSc1ccc2nnc(-c3ccc(F)cc3)n2n1	-6
17	CCN(Cc1ccccc1)c1sc(S(=O)(=O)CC)nc1S(=O)(=O)c1ccc(C)cc1	8
18	Cc1noc(C)c1S(=O)(=O)Nc1cccc2c1O[C@@H](CN(C)C(=O)NC(C)C)[C@@H](C)CN([C@H](C)CO)C2=O	-10
19	C[C@@H]1CN([C@H](C)CO)C(=O)CCCn2cc(nn2)CO[C@@H]1CN(C)S(=O)(=O)c1ccccc1C#N	41
20	C[C@H]1CN([C@@H](C)CO)C(=O)Cc2cc(NC(=O)C3CCCCC3)ccc2O[C@@H]1CN(C)Cc1ccc2c(c1)OCO2	-3
21	COc1ccc(S(=O)(=O)N(C)CC(=O)Nc2cccc(Cl)c2C)cc1OC	31
22	COC(=O)c1ccccc1NC(=O)c1ccc(NC(=O)CSc2ccc(Cl)cc2)cc1	7
23	Cc1ccc(S(=O)(=O)N(C)C[C@H]2Oc3c(NC(=O)C4CC4)cccc3C(=O)N([C@H](C)CO)C[C@@H]2C)cc1	-2
24	COc1cc2[nH]c3ccccc3c2cc1C	36
25	O=C(N/N=C/c1cccnc1Cl)c1ccccc1O	-3
26	NC(N)=NS(=O)(=O)c1ccc(N=Cc2ccccc2O)cc1	33
27	C[C@@H]1CN([C@@H](C)CO)C(=O)Cc2cc(NC(=O)c3ccncc3)ccc2O[C@@H]1CN(C)Cc1ccc(C(=O)Nc2ccccc2N)cc1	4
28	CC1=C(C(=O)OC(C)C(C)(C)C)C(c2cccc(Br)c2)NC(=O)N1 (stereo not drawn)	3
29	CC(NS(=O)(=O)c1ccc(C(C)(C)C)cc1)c1ccccc1 (stereo not drawn)	3
30	CS(=O)(=O)N(CC(=O)Nc1ccc2ccccc2c1)c1cc(Cl)c(Cl)cc1Cl	-3
31	COc1ccc(S(=O)(=O)Nc2ccc3c(c2)CC(=O)N([C@@H](C)CO)C[C@H](C)[C@@H](CN(C)C(=O)Nc2ccc4c(c2)OCO4)O3)cc1	22
32	COc1ccc(CCN2C(=O)C(C)SC2c2cccnc2)cc1 (stereo not drawn)	-12

# Down the list, as entered above:
# Compounds 26–31 in ROS inducer: 33, 4, 3, 3, -3, 22

# The results go on:
no.	Molecule	ROS inducer
33	CCOC(=O)c1c(NC(=O)C(C)Oc2ccc3c(C)cc(=O)oc3c2)sc2c1CCCC2 (stereo not drawn)	5
34	CCc1ccc(C(Nc2cc(C)ccn2)c2ccc3cccnc3c2O)cc1 (stereo not drawn)	15
35	C[C@@H]1CN([C@H](C)CO)C(=O)c2cccc(NS(=O)(=O)c3cn(C)cn3)c2O[C@@H]1CN(C)S(=O)(=O)c1ccc(F)cc1	-13
36	C=CCNC(=O)[C@@H]1[C@H]2C(=O)O[C@H](c3ccccc3)[C@H](c3ccccc3)N2[C@H](c2ccccc2OCCO)[C@@]12C(=O)Nc1ccc(C#CCCO)cc12	135*
37	C[C@H](CO)N1C[C@H](C)[C@H](CN(C)Cc2ccc(Cl)c(Cl)c2)Oc2c(NS(=O)(=O)c3ccc(F)cc3)cccc2C1=O	17
38	O=C(O)C=C1C2CC3CC(C2)CC1C3	36
39	Cc1ccc(S(=O)(=O)N(C)C[C@H]2Oc3ccc(NS(=O)(=O)c4ccccc4)cc3CC(=O)N([C@@H](C)CO)C[C@@H]2C)cc1	13
40	Cc1noc(C)c1NC(=O)Nc1ccc2c(c1)C(=O)N([C@@H](C)CO)C[C@H](C)[C@H](CN(C)S(=O)(=O)c1cn(C)cn1)O2	-5
41	COc1ccc(C(=O)Nc2ccccc2)cc1S(=O)(=O)Nc1cccnc1	-5
42	COc1ccc(CN(C)C[C@@H]2OCc3cnnn3CCCC(=O)N([C@H](C)CO)C[C@@H]2C)cc1	-6
43	O=C(NCCN1CCOCC1)c1ccc(-c2ccccc2)cc1	5
44	COc1ccc(/C=N/NC(=O)c2ccccn2)cc1OC	-1
45	O=S(=O)(NCc1ccncc1)c1ccccc1	-8
46	O=C(CN1C(=O)c2ccccc2C1=O)Nc1ccc(NC(=O)c2ccccc2F)cc1	8
47	C[C@@H]1CN([C@@H](C)CO)C(=O)CCCn2cc(nn2)CO[C@H]1CN(C)S(=O)(=O)c1ccccc1F	-12
48	C[C@H]1CN([C@@H](C)CO)C(=O)c2cccc(NC(=O)c3ccc(-c4nccs4)cc3)c2O[C@H]1CN(C)C(=O)Nc1ccccc1	-4

# Arranged by number of heavy atoms (high to low): part of the list above
no.	Molecule	ROS inducer
47	C[C@@H]1CN([C@@H](C)CO)C(=O)CCCn2cc(nn2)CO[C@H]1CN(C)S(=O)(=O)c1ccccc1F	-12
46	O=C(CN1C(=O)c2ccccc2C1=O)Nc1ccc(NC(=O)c2ccccc2F)cc1	8
41	COc1ccc(C(=O)Nc2ccccc2)cc1S(=O)(=O)Nc1cccnc1	-5
43	O=C(NCCN1CCOCC1)c1ccc(-c2ccccc2)cc1	5
44	COc1ccc(/C=N/NC(=O)c2ccccn2)cc1OC	-1

# 2 compounds picked at random from the list so far, as already listed:
no.	Molecule	ROS inducer
44	COc1ccc(/C=N/NC(=O)c2ccccn2)cc1OC	-1
46	O=C(CN1C(=O)c2ccccc2C1=O)Nc1ccc(NC(=O)c2ccccc2F)cc1	8

# Continuation:
no.	Molecule	ROS inducer
49	Cc1ccc(NC(=S)NC(=O)C23CC4CCC(CC(C4)C2)C3)cc1	20
50	C[C@@H]1CN([C@@H](C)CO)C(=O)c2cc(NC(=O)Nc3ccc(F)cc3)ccc2O[C@@H]1CN(C)S(=O)(=O)c1cn(C)cn1	-2
51	CN(CC(=O)N1CCN(c2ccccn2)CC1)S(=O)(=O)c1ccc2ccccc2c1	10
52	CC(C(=O)Nc1cccc2cccnc12)N1C(=O)c2ccccc2C1=O (stereo not drawn)	-20
53	Cc1cc(C)c(OCC(=O)Nc2nnn(C)n2)c(Br)c1	1
54	CC1=CC(=O)CC2[C@@]1(C)CC[C@@H](C)[C@]2(C)CCC(C)CC(=O)O (stereo partly drawn)	9
55	COc1ccc(S(=O)(=O)N(C)C[C@@H]2Oc3ccc(NC(=O)Cn4cnnn4)cc3CC(=O)N([C@H](C)CO)C[C@H]2C)cc1	5
56	CCN(CC)c1ccc2cc(C(N)=O)c(=Nc3cccc(C)c3)oc2c1	11
57	CNC[C@H]1OCCCC[C@@H](C)Oc2ccc(NS(=O)(=O)c3ccc(OC)cc3)cc2C(=O)N([C@H](C)CO)C[C@@H]1C	-7
58	C[C@H]1CN([C@@H](C)CO)C(=O)Cc2cc(NC(=O)Nc3ccc4c(c3)OCO4)ccc2O[C@@H]1CN(C)S(=O)(=O)c1cn(C)cn1	-20
59	O=C1O[C@@H](c2ccccc2)[C@@H](c2ccccc2)N2[C@@H](c3ccc(O)cc3)[C@]3(C(=O)Nc4ccccc43)[C@@H](C(=O)N3CCN(c4ncccn4)CC3)[C@H]12	19
60	C[C@H]1CN([C@@H](C)CO)C(=O)Cc2cc(NC(=O)Nc3ccccc3)ccc2O[C@H]1CN(C)S(=O)(=O)c1cn(C)cn1	12
61	N#Cc1cc(C#N)c(SCC(=O)NCc2ccco2)nc1N	-1
62	C[C@@H]1CN([C@@H](C)CO)C(=O)CCCn2nncc2CO[C@H]1CN(C)S(=O)(=O)c1cccc(C#N)c1	9
63	C[C@@H]1CN([C@H](C)CO)C(=O)Cc2cc(NC(=O)Nc3ccccc3)ccc2O[C@H]1CN(C)Cc1ccc(C(=O)O)cc1	-8
64	Cc1ccc(N(Cc2ccc(C(=O)Nc3cc([N+](=O)[O-])ccc3C)cc2)S(C)(=O)=O)cc1C	16
65	CC1(C)CC(NC(=O)c2ccccc2C(=O)NC2CC(C)(C)NC(C)(C)C2)CC(C)(C)N1	2
66	Cc1noc(C)c1NC(=O)N(C)C[C@H]1Oc2ccc(NC(=O)C3CCCCC3)cc2CC(=O)N([C@H](C)CO)C[C@H]1C	-1
67	COC(=O)Nc1scc(-c2ccccc2)c1C(=O)NCc1ccco1	18
68	C[C@H]1CN([C@@H](C)CO)C(=O)Cc2cc(NS(=O)(=O)c3cccs3)ccc2O[C@@H]1CN(C)Cc1ccc(Oc2ccccc2)cc1	93*
69	C[C@H](CO)N1C[C@H](C)[C@@H](CN(C)Cc2ccc(C(=O)Nc3ccccc3N)cc2)Oc2c(NC(=O)c3ccc(-c4nccs4)cc3)cccc2C1=O	u
70	COc1ccc(S(=O)(=O)NCc2ccco2)cc1[N+](=O)[O-]	-20
71	C=C[C@@]1(C)C[C@H](O)[C@@H]2[C@@H](OC(O)[C@H]2C)[C@@H]1C(=C)C (stereo partly drawn)	-11
72	COc1ccccc1N1CCN(S(=O)(=O)c2ccc3[nH]cc(C(=O)O)c(=O)c3c2)CC1	-9
73	COc1cc(SC)ccc1C(=O)NCCc1c[nH]c2ccccc12	18
74	Cc1noc(C)c1NC(=O)N(C)C[C@H]1Oc2ccc(NS(=O)(=O)c3ccccc3)cc2C(=O)N([C@H](C)CO)C[C@H]1C	2
75	COc1ccc(NC(=O)Nc2cccc3c2O[C@H](CN(C)C(=O)Nc2ccccc2)[C@@H](C)CN([C@H](C)CO)C3=O)cc1	-6
76	CNC[C@H]1Oc2ccc(NS(=O)(=O)c3c(C)noc3C)cc2CC(=O)N([C@H](C)CO)C[C@H]1C	1
77	CCN(CC)C(=S)Oc1ccccc1C(=O)Nc1ccc(Cl)c(Cl)c1	7
78	N#Cc1ccccc1Sc1ccccc1C(=O)Nc1cccc(CCc2ccccn2)c1	13
79	C[C@H](CO)N1C[C@H](C)[C@H](CN(C)S(C)(=O)=O)Oc2ccc(NC(=O)Cn3cnnn3)cc2CC1=O	7
80	COc1ccc(NC(=O)Nc2ccc3c(c2)CC(=O)N([C@@H](C)CO)C[C@@H](C)[C@@H](CN(C)S(=O)(=O)c2ccc(C)cc2)O3)cc1	4
81	CC(C)NC(=O)N(C)C[C@H]1Oc2c(NS(=O)(=O)c3cn(C)cn3)cccc2C(=O)N([C@@H](C)CO)C[C@@H]1C	2
82	COc1ccc(CN(C)C[C@@H]2Oc3ccc(NC(=O)Nc4ccc(F)cc4)cc3C(=O)N([C@@H](C)CO)C[C@@H]2C)cc1	1
83	COc1ccc(S(=O)(=O)N(C)C[C@H]2Oc3ccc(NC(=O)Cc4cn(C)c5ccccc45)cc3C(=O)N([C@H](C)CO)C[C@H]2C)cc1	-11
84	O=C(NCc1ccc(Cl)cc1)c1ccc(Cn2c(=O)[nH]c3ccsc3c2=O)cc1	22
85	Cc1noc(C)c1C(=O)N1CCc2sccc2C1c1ccc(C(F)(F)F)cc1 (stereo not drawn)	-3
86	CC(O)c1cccc(NC(=O)c2cnn3c2NC(c2cccs2)CC3C(F)(F)F)c1 (stereo not drawn)	-1
87	O=C1CCC(=O)N1CNc1ccccn1	-6
88	CC(C(=O)O)n1c2ccccc2c2cnn(C)c(=O)c21 (stereo not drawn)	-4
89	Cc1noc(C)c1NC(=O)N(C)C[C@H]1Oc2ccc(NS(C)(=O)=O)cc2C(=O)N([C@H](C)CO)C[C@@H]1C	-7
90	O=C(CNS(=O)(=O)c1cccs1)N1CCCCC1	-7
91	C[C@H](CO)N1C[C@H](C)[C@H](CN(C)C(=O)Nc2ccccc2)Oc2c(NS(=O)(=O)c3ccccc3)cccc2C1=O	-5
92	C[C@H](CO)N1C[C@H](C)[C@H](CN(C)S(=O)(=O)c2ccc(Cl)cc2)Oc2ccc(NC(=O)CCC(F)(F)F)cc2CC1=O	8
93	COc1ccc(NC(=O)Nc2cccc3c2O[C@@H](CN(C)S(=O)(=O)c2ccc(F)cc2)[C@@H](C)CN([C@@H](C)CO)C3=O)cc1	-2
94	Cc1ccc(C)c(NC(=O)CNS(=O)(=O)c2ccccc2)c1	-25
95	CC(C)(O)/C=C/C(=O)[C@](C)(O)[C@H]1[C@H](O)C[C@@]2(C)[C@@H]3CC=C4[C@@H](C=C(O[C@@H]5O[C@H](CO)[C@@H](O)[C@H](O)[C@H]5O)C(=O)C4(C)C)[C@]3(C)C(=O)C[C@]12C	-6
